# Screening data (PubChem)
# IDE cell activ – boosts human insulin-degrading enzyme activity in HEK cells; P14735; 0.073% of 340,000 active; FAbeta-B cleavage, fluorescence polarization; 0% vehicle, 100% cell-free pure enzyme wells; activation, % at 5.96 µM;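 active = activation above the mean of all tested compounds plus 3 SD, set per screening campaign, cut at about 17% in these data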
# MEKK2 mut-MEK5 – signal of MEK5 binding to mutant human MEKK2 PB1 domain | bead flow cytometry, Alexa488-MEK5 binding to MEKK2 mutant | percent response, % at 10 µM | 0.35% of 290,000 active | AID 1530; in the data active = percent response above about 24%, passing the limit was not always enough; note: inactives centre near 1; some results filed as inactive read as strong as hits; reference of the scale not given here
# IDE inh – cellular human IDE inhibition; HEK cells, FAbetaB cleavage, fluorescence polarization; inhibition, % at 5.59 µM; P14735; 0.41% of 320,000 active;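 active = percent inhibition above the average of all tested compounds plus 3 SD, set per screening campaign, cut at about 16% in these data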;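 note: IDE supplied by intact live HEK cells; FP after avidin binding of uncleaved biotin substrate so inhibition keeps polarization high; 0% = DMSO wells and 100% = 60 µM reference IDE inhibitor Ii1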
# UBC9 SUMO inh – blocks human SUMOylation mediated by UBC9; HTRF SUMOylation assay, SAE1/SAE2 + UBC9, in vitro; inhibition, % at 35 µM; P63279; 0.36% of 290,000 active; in the data active = inhibition above about 50%, passing the limit was not always enough; note: strong numbers were not always called active
# Target sequence (P63279 whole entry, looked up): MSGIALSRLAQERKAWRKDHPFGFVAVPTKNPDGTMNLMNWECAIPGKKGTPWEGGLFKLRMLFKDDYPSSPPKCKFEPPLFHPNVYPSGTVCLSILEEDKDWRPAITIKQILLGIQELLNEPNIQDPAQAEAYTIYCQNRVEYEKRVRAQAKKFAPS
# PfM18AAP inh – blocks P. falciparum M18 aspartyl aminopeptidase. 1.2% of 290,000 active. AID 1822. recombinant PfM18AAP, H-Glu-NHMec fluorogenic cleavage. inhibition, % at 7.35 µM;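 active = inhibition above the campaign mean inhibition over all tested compounds plus 3 SD, cut at about 28% in these data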;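 note: 0% = plate median of test compound wells and 100% = 2 mM ZnCl2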
# NALP1 inh – blocks the NALP1 inflammasome reconstituted in yeast | S. cerevisiae NALP1/ASC/caspase-1 growth, X-gal OD620, 72 h | inhibition, % at 10 µM | 0.61% of 280,000 active | AID 2071; in the data active = inhibition mostly above about 24%, no sharp cut-off; inactive = mostly below about 32%; note: some compounds called inactive have numbers as strong as hits
# MEKK2wt PB1 HTS – raises or lowers MEK5 binding to wildtype human MEKK2 PB1 domain; bead flow cytometry, Alexa488-MEK5 binding to MEKK2 WT; actives lie on both sides; 1.1% of 290,000 active; binding response (% of control), % at 10 µM; Q9Y2U5; AID 1531; in the data active = binding response below about 67% or above about 130%
# MEKK3 PB1 HTS – modulators (inhibitors or enhancers) of MEK5 binding to human MEKK3 PB1 domain; bead-based flow cytometry, Alexa488-MEK5 binding to MEKK3; actives lie on both sides; 0 = blocked by unlabeled MEK5, 100 = vehicle; Q99759; binding response (% of control), % at 10 µM; 1.4% of 290,000 active;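 active = binding response more than 3 SD above or below the average of its plate-row segment, actives on both sides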;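 note: Alexa488 bead fluorescence after subtracting the streptavidin-only scavenger bead signal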
# Target sequence (Q99759 whole entry, looked up, the tested form may be a part): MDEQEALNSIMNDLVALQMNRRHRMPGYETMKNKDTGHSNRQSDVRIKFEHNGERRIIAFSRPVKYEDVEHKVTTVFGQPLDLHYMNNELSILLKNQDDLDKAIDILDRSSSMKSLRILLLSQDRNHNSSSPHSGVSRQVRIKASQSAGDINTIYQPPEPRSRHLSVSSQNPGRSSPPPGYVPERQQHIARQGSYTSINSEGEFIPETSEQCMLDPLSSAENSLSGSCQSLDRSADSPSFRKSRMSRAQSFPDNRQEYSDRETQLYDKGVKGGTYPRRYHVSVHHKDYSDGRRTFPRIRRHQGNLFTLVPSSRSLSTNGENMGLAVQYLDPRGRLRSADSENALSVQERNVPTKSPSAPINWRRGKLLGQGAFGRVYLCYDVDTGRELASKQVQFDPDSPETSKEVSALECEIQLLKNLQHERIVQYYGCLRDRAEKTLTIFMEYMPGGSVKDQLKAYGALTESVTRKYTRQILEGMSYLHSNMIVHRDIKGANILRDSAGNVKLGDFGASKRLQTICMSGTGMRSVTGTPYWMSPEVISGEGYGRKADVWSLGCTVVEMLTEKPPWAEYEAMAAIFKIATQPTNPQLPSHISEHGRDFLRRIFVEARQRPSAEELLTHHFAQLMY
# p-CIP stab down – compounds decreasing mouse p/CIP protein stability; Q05BA5; F442A p/CIP-EGFP cells, EGFP fluorescence, 16 h; decrease of EGFP signal, % at 10 µM; 0.01% of 290,000 active; AID 1984;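 active = EGFP signal decrease of at least 30% at 10 µM or well 3 SD below plate mean, unless failing retest; inactive = the rest, including hits failing retest or dose response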; note: some compounds called inactive have numbers as strong as hits; many of its hits are not listed in these tables
# * = called active by the depositor; nt = not tested or not shown; & = joins results of further samples. An excerpt, so the mix of outcomes need not match the whole.
SMILES,IDE cell activ,MEKK2 mut-MEK5,IDE inh,UBC9 SUMO inh,PfM18AAP inh,NALP1 inh,MEKK2wt PB1 HTS,MEKK3 PB1 HTS,p-CIP stab down
Cc1ccc(S(=O)(=O)c2nc(Nc3ccccc3N3CCOCC3)sc2Cl)cc1,1,7,-4,-24,18,4,112,109,-5
CNC(=O)COc1coc(CN2CCN(c3cccc(Cl)c3)CC2)cc1=O,-4,-12,1,-5,0,4,94,96,-9
COc1ccc(S(=O)(=O)N2CCN(C/C=C/c3ccccc3)CC2)cc1NC(C)=O,2,-5,-3,-18,2,18,100,103,0
CCOC(=O)N1CCC(=NNc2nc3ccccc3s2)CC1,-4,-1,6,16,29*,20,98,98,9
COc1ccc2oc(C(=O)Nc3nc4ccccc4[nH]3)c(C)c2c1,2,-1,-6,8,-3,nt,109,105,-13
O=C1CC(N(CCc2ccccc2)C(=S)Nc2ccccc2)C(=O)N1c1ccccc1 (stereo not drawn),-1,1,4,-22,6,37,128,111,-17
NC(=S)N/N=C/c1cc([N+](=O)[O-])ccc1OCCOc1ccccc1,5,8,-2,15,-1,-3,112,109,-5
Cn1c(NC(=O)c2ccc3c(c2)OCO3)cc(=O)n(C)c1=O,7,7,-1,12,-5,7,105,101,-7
Cc1cccc(OCC(=O)Nc2ccc(S(=O)(=O)Nc3onc(C)c3C)cc2)c1C,4,0,-2,16,-3,2,93,100,-14
O=C(CCN1C(=O)c2ccccc2C1=O)NCc1ccc(F)cc1,5,6,1,8,-13,4,103,105,-48
O=C1c2ccccc2C(=O)N1CCCc1cn(C[C@H]2CC[C@@H]([C@@H]3CC[C@H](Cn4cc(CCCN5C(=O)c6ccccc6C5=O)nn4)O3)O2)nn1,-1,-6,2,19,-1,11,103,96,-3
CC(=O)N(c1nc(CCl)cs1)c1c(C)cc(C)cc1C,6,-2,-3,16,-5,33,94,98,-7
CC(C)NC(=O)c1ccc(C2SCC(=O)N2Cc2ccccc2)cc1 (stereo not drawn),0,0,2,16,10,-15,107,98,-37
CCOc1ccc(CN2CCNC(=O)C2CC(=O)N(C)CC2CCOCC2)cc1 (stereo not drawn),3,6,-10,16,0,7,104,103,-7
O=C(Cc1ccc(Cl)cc1)N1CCN(c2ccc(F)cc2)CC1,0,1,-1,12,6,21,100,101,-6
O=C(OCC(=O)N1CCN(C(=O)c2ccco2)CC1)c1ccccc1O,3,0,8,-2,6,14,107,99,4
CCOC(=O)C1(Cc2cccc(F)c2)CCN(C2CCOCC2)CC1,5,-7,2,13,2,9,107,111,-14
CCOC(=O)Cc1csc(N)n1,9,8,-3,13,4,23,106,104,4
Cc1cc(C(=O)NCc2ccccc2)c(=O)[nH]c1C,-1,4,4,18,-2,-3,106,105,-18
CC1=CCC(C(=O)O)(C(=O)N/N=C/c2cccs2)C(c2ccc(F)cc2)C1 (stereo not drawn),9,-4,1,6,-9,2,97,99,-10
COc1ccc(-c2nn(-c3ccccc3)cc2/C=C2/SC(=S)N(Cc3ccco3)C2=O)c(C)c1,6,-3,-5,19,-2,5,95,96,-8
CC(=O)Nc1ccc(/C=N/Nc2nc3ccccc3[nH]2)cc1,6,18,1,0,3,21,124,96,-7
CCCn1c(C(C)NC(=O)c2ccccc2)nc2ccccc21 (stereo not drawn),-1,7,nt,-3,-1,-137,101,109,-8
Cc1ccc2ccccc2c1Cn1c(-n2ccnc2)nc2c1c(=O)n(C)c(=O)n2C,6,3,1,7,-4,2,101,101,8
COC(=O)C1=C(N)OC2=C(C(=O)CCC2)C1c1cccs1 (stereo not drawn),2,-6,7,12,0,-1,98,100,-15

# Rewritten with values under each structure: entries from further up
# Values in the order – IDE cell activ, MEKK2 mut-MEK5, IDE inh, UBC9 SUMO inh, PfM18AAP inh, NALP1 inh, MEKK2wt PB1 HTS, MEKK3 PB1 HTS, p-CIP stab down
O=C(OCC(=O)N1CCN(C(=O)c2ccco2)CC1)c1ccccc1O
    3, 0, 8, -2, 6, 14, 107, 99, 4
CCOC(=O)C1(Cc2cccc(F)c2)CCN(C2CCOCC2)CC1
    5, -7, 2, 13, 2, 9, 107, 111, -14
CCOC(=O)Cc1csc(N)n1
    9, 8, -3, 13, 4, 23, 106, 104, 4
Cc1cc(C(=O)NCc2ccccc2)c(=O)[nH]c1C
    -1, 4, 4, 18, -2, -3, 106, 105, -18
CC1=CCC(C(=O)O)(C(=O)N/N=C/c2cccs2)C(c2ccc(F)cc2)C1 (stereo not drawn)
    9, -4, 1, 6, -9, 2, 97, 99, -10
COc1ccc(-c2nn(-c3ccccc3)cc2/C=C2/SC(=S)N(Cc3ccco3)C2=O)c(C)c1
    6, -3, -5, 19, -2, 5, 95, 96, -8

# Among those listed so far, these contain two or more sulfur atoms:
SMILES,IDE cell activ,MEKK2 mut-MEK5,IDE inh,UBC9 SUMO inh,PfM18AAP inh,NALP1 inh,MEKK2wt PB1 HTS,MEKK3 PB1 HTS,p-CIP stab down
Cc1ccc(S(=O)(=O)c2nc(Nc3ccccc3N3CCOCC3)sc2Cl)cc1,1,7,-4,-24,18,4,112,109,-5
COc1ccc(-c2nn(-c3ccccc3)cc2/C=C2/SC(=S)N(Cc3ccco3)C2=O)c(C)c1,6,-3,-5,19,-2,5,95,96,-8

# PfM18AAP inh, what is marked active above.
SMILES,IDE cell activ,MEKK2 mut-MEK5,IDE inh,UBC9 SUMO inh,PfM18AAP inh,NALP1 inh,MEKK2wt PB1 HTS,MEKK3 PB1 HTS,p-CIP stab down
CCOC(=O)N1CCC(=NNc2nc3ccccc3s2)CC1,-4,-1,6,16,29*,20,98,98,9

# Further results
SMILES,IDE cell activ,MEKK2 mut-MEK5,IDE inh,UBC9 SUMO inh,PfM18AAP inh,NALP1 inh,MEKK2wt PB1 HTS,MEKK3 PB1 HTS,p-CIP stab down
CCCCCn1c(=NC(=O)c2ccco2)c(C(=O)OCC)cc2c(=O)n3ccccc3nc21,5&-8,nt,8,17,17,-2,nt,nt,-16
COc1ccc(S(=O)(=O)N2CCOC2CNC(=O)C(=O)NCCN2CCOCC2)cc1 (stereo not drawn),3,9,-2,14,-1,-4,110,103,9
Cc1ccccc1OCc1nnc(SCC(=O)O)n1-c1cccc(Cl)c1,6,13,2,22,6,-5,104,98,-10
Cc1nnc(NC(=O)C2CCN(c3cnccn3)CC2)s1,-3,1,4,17,3,2,102,104,-12
N/C(=N\OC(=O)Cc1cccs1)c1ccc([N+](=O)[O-])cc1,1,-2,-2,4,-3,40,99,102,-10
Cc1nc2cc3ccccc3cc2n1C,-4,0,0,8,-8,38,104,103,-13
COC(=O)COc1ccc(-c2nccc(-c3ccc(Br)cc3)n2)cc1,1,4,-2,-3,2,-9,107,101,-7
O=C(OCC(=O)N1CCCC1)c1cc(F)c(F)cc1Cl,-1,1,0,14,-17,7,98,101,-12
CC(NC(=O)CCc1nnc(CCCc2ccccc2)o1)c1ccccc1 (stereo not drawn),-1,-12,3,24,-1,15,85,103,-15
CC(C)c1ccc(-c2c(C#N)c(N)nc(SCC(=O)N3CCCCCC3)c2C#N)cc1,nt,1,0,0,-23,8,94,104,-8
Cc1[nH]nc2nc(SCC(=O)NC3CCCCC3)n(-c3ccc(Br)cc3)c(=N)c12,-1,-1,-6,35,4,4,96,98,-1
Cc1cccc(NC(=O)CN2C(=O)N/C(=C/c3ccc(C)s3)C2=O)c1,1,1,8,25,-2,23,102,125,3
C/C(Cl)=C\CNC(C)c1ccccc1 (stereo not drawn),-5,3,-3,23,-10,0,108,105,-3
C=CCn1c(SCc2c(C)noc2C)nc2sc(C)c(C)c2c1=O,-4,3,1,-2,-16,-2,100,100,-2
O=C(Nc1nc2c(s1)CCCC2)c1cccc(S(=O)(=O)N2CCCc3ccccc32)c1,4,2,-3,-11,-2,30,115,94,-3
CCN(C(=O)Cn1cc(C(=O)C(=O)N2CCOCC2)c2ccccc21)c1ccccc1,5,4,2,12,5,1,100,99,0
Cn1cnnc1Sc1ccc(C(=O)NCCC23CC4CC(CC(C4)C2)C3)cc1[N+](=O)[O-],3,8,0,-29,1,6,95,100,-14
CC1(OC(=O)CCc2ccccc2)C(=O)C=C2C=C(c3ccc(C#N)cc3)N(CCc3c[nH]c4ccccc34)C=C2C1=O (stereo not drawn),0,1,-8,8,nt,nt,93,97,-6
CCOC(=O)c1c(N)sc(C(O)(C(F)(F)F)C(F)(F)F)c1-c1ccc(F)cc1,0,-2,-5,-56,-8,3,94,97,3
CC1CCCCN1C(=O)NC12CC3CC(CC(C3)C1)C2 (stereo not drawn),4,12,-8,21,14,6,104,108,0
Cc1cc(NC(=O)C(C)SCC(=O)OC(C)C(=O)Nc2ccccc2C)no1 (stereo not drawn),2,-4,1,6,-1,6,101,101,14
CC(=O)c1c(C)nc(C)nc1NC(=O)C(C)C,9,-2,2,11,-6,26,100,97,-4
CN1CCCN(Cc2ccc(Cl)cc2Cl)CC1,-2,-7,2,-21,4,10,89,82,-15
